# NR5A2 inv ag: LRH-1 (NR5A2) inverse agonists, primary screen, cell-based, luminescence, HEK293T, StAR-luciferase reporter. Nuclear receptor subfamily 5 group A member 2 (Homo sapiens), O00482. LRH-1 transfected, 24 h. inhibition, % at 3.6 µM. 360,000 tested, 0.13% active;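 active = inhibition above the mean inhibition of all tested compounds plus 3 SD, cut at about 73% in these data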;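 also: 0% = DMSO wells and 100% = reporter-only cells lacking LRH-1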
# NOD2 RIPK2 PPI: NOD2-RIPK2 binding disruptors in cells, primary screen, fluorescence, CHO cells, BLA complementation; Receptor-interacting serine/threonine-protein kinase 2 (Homo sapiens), O43353; CCF4 ratio; inhibition, % at 4.98 µM; 360,000 tested, 0.38% active; in the data active = inhibition above about 21%;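 also: 0% = vehicle only and 100% = reference blocker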
# TRAIL sens C8: viability loss with TRAIL in NB7+C8 cells, primary screen, TRAIL sensitizer project, cell-based, ATPlite luminescence. inhibition (viability loss, TRAIL sensitization), % at 10 µM. 360,000 tested, 1% active;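 active = compounds causing at least 50% loss of cell viability in the single-dose screen, relative to plate controls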
# SRC3 inh: SRC3 coactivator transcriptional activity inhibitors, primary screen, cell-based, luminescence | Nuclear receptor coactivator 3 (Homo sapiens), Q9Y6Q9 | AID 588352, 2011 | inhibition, % at 3.6 µM | 360,000 tested, 0.17% active | HEK293 GAL4-SRC3 luciferase reporter;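 active = inhibition above a per-campaign cutoff, the mean of all compounds plus 3 SD, cut at about 60% in these data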;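 also: 0% = DMSO-treated cells and 100% = gossypol-treated cells at 36 µM; higher means less SRC3-driven luciferase light from the GAL4 reporter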
# Vif inh: HIV Vif self-association inhibitors, primary screen, imaging, HEK293T, single point; 340,000 tested, 0.35% active; AID 602346, 2012; HEK293T cells, Vif self-association by quenched fluorescence, 24 h; inhibition, % at 7.49 µM; in the data active = inhibition above about 50%, passing the limit was not always enough; also: some results filed as inactive read as strong as hits
# TROY signal inh: inhibitors of TROY-driven NF-kB signaling, primary screen, Q293 LMP1-TROYcd cells, NF-kB luciferase, uHTS. Q293 LMP1-TROYcd NF-kB luciferase reporter, 4 h. inhibition, % at 10 µM. 360,000 tested, 0.98% active;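 active = compounds whose plate-normalised and pattern-corrected inhibition of the luciferase reporter signal at the single screening dose is 50% or more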
# COUP-TFII inh: NR2F2 transcriptional activity inhibitors, primary screen, cell-based, luciferase reporter, HEK293T, luminescence | inhibition, % at 8.6 µM | HEK293T NGFI-A luciferase reporter | 370,000 tested, 0.7% active;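 active = inhibition above a per-plate cutoff, mean inhibition of test wells between control levels plus 3 SD, cut at about 38% in these data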;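 also: cells cotransfected with COUP-TFII expression vector driving the NGFI-A reporter; 0% = median of COUP-TF2 test wells and 100% = reporter-only cells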
# TLR9-MyD88 block: inhibitors of TLR9-MyD88 association in cells, primary screen, cell-based, CHO, BLA complementation, fluorescence; Toll-like receptor 9 (Homo sapiens) + Myeloid differentiation primary response protein …; inhibition, % at 4.98 µM; CCF4 FRET ratio; 340,000 tested, 0.21% active;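 active = inhibition above the mean over all tested compounds plus 3 SD, cut at about 21% in these data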;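 also: 0% = DMSO only wells and 100% = clavulanate BLA inhibitor control wells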
# EBV LMP1 NFkB: EBV LMP1-driven NF-kappaB luciferase reporter inhibitors, primary screen, cell-based, luminescence, single point; LMP1-induced NF-kappaB luciferase reporter cells; inhibition, % at 12.5 µM; 350,000 tested, 0.69% active; AID 504558, 2011; in the data active = inhibition above about 41%;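 also: 0% = neutral control wells and 100% = reference inhibitor control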
# NCOA1 inh: SRC1 coactivator transcriptional activity inhibitors, primary screen, cell-based, luminescence. AID 588354, 2011. HEK293 GAL4-SRC1 luciferase reporter. 360,000 tested, 0.12% active. inhibition, % at 3.6 µM;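 active = inhibition above the campaign mean plus 3 SD, with each screening campaign given its own cutoff, cut at about 60% in these data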;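 also: 0% = DMSO treated cells and 100% = gossypol at 36 µM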
# Target sequence (Q15788 whole entry, looked up, the tested form may be a part): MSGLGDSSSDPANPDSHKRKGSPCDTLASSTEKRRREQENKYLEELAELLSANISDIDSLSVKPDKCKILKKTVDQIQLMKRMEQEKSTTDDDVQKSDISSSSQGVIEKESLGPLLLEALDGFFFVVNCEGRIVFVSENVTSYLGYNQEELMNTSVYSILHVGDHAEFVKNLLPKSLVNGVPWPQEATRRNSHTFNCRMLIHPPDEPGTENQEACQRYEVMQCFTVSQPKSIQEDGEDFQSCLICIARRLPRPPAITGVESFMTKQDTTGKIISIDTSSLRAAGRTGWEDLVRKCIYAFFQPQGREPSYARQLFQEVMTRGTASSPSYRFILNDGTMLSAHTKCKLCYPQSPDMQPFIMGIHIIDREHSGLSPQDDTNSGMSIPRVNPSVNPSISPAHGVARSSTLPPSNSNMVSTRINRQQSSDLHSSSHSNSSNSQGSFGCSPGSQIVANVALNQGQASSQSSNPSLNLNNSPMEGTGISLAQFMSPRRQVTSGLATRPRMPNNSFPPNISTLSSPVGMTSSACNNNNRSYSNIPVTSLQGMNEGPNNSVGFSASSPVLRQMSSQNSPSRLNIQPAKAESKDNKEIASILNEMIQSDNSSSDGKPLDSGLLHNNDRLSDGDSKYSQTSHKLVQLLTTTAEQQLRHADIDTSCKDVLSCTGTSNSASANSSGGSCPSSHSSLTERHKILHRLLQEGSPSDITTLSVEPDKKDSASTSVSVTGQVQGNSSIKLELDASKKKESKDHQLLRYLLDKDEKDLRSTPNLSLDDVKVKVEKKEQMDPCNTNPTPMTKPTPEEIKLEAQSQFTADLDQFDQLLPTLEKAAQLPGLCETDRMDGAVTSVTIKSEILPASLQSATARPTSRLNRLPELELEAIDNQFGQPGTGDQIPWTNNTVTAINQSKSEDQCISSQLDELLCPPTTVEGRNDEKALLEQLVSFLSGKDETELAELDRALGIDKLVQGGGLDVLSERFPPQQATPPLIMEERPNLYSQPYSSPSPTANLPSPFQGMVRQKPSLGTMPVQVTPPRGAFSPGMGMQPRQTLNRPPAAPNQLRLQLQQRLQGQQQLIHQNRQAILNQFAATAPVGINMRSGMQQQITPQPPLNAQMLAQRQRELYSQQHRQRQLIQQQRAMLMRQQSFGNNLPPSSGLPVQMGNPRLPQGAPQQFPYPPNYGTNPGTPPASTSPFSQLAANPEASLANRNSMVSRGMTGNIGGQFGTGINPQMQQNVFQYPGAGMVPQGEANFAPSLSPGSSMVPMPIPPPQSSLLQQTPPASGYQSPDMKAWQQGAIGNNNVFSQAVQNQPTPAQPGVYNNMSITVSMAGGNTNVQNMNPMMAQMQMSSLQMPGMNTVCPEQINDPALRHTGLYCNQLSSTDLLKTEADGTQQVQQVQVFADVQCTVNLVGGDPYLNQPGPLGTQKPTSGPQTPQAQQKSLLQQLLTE
# NCOA2 inhibitor: inhibition of GAL4-SRC2 driven luciferase reporter, primary screen, SRC2 inhibitor project, cell-based, luminescence; Nuclear receptor coactivator 2 (Homo sapiens), Q15596; HEK293 GAL4-SRC2 luciferase reporter; inhibition, % at 9 µM; 370,000 tested, 0.17% active; AID 651957, 2012;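 active = inhibition above the mean inhibition of all tested compounds plus 3 SD, set per campaign, cut at about 52% in these data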;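 also: 0% = DMSO treated cells and 100% = cells given Gossypol at 36 µM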
# An asterisk follows results filed as active; · = no result given.
SMILES,NR5A2 inv ag,NOD2 RIPK2 PPI,TRAIL sens C8,SRC3 inh,Vif inh,TROY signal inh,COUP-TFII inh,TLR9-MyD88 block,EBV LMP1 NFkB,NCOA1 inh,NCOA2 inhibitor
COc1cc(CC(=O)NCC2COc3ccccc3O2)cc(OC)c1OC (stereo not drawn),1,-4,-5,9,-4,11,7,-7,-3,-29,-7
O=C(NCC1CCCO1)c1cc2cc(Cl)ccc2[nH]1 (stereo not drawn),-41,3,8,-19,-3,-19,-12,0,-2,-13,14
O=C(O)C1=CC[C@@H](c2ccc(Cl)cc2)N(S(=O)(=O)c2ccc(Cl)cc2)[C@H]1c1ccccc1,-6,0,6,5,13,16,22,5,0,-11,0
CCC(=O)Oc1ccc(C(=O)Nc2cccc(C(=O)NCC(C)C)c2)cc1,4,-5,0,8,4,6,-1,4,-6,5,-3
CCN1CCN(C(=S)NC(=O)/C=C/c2cccs2)CC1,6,-1,-2,2,·,-6,-4,3,5,-8,-5
COc1ccc(C(=O)c2cnc[nH]2)cc1,-14,1,-2,3,-2,-14,1,·,-3,-3,15
COC(=O)C/C(C)=N/Nc1ccc(S(=O)(=O)N2CCCC2)cc1[N+](=O)[O-],6,-5,2,5,0,1,6,-7,-2,-10,-16
Cc1ccc(S(=O)(=O)N(C)CC(=O)OCC(=O)c2ccc3c(c2)NC(=O)CO3)cc1,1,-7,-23,-18,-15,2,9,0,3,6,16
COc1ccc(N(CC(=O)Nc2cccc(N(C)S(C)(=O)=O)c2)S(=O)(=O)c2ccccc2)cc1Cl,8,-8,7,18,-3,7,6,-8,10,1,9
CN1C(C(=O)N2CCc3ccccc3C2)=CC(c2ccc(F)cc2)=NS1(=O)=O,4,-5,6,-2,-1,17,14,4,35,-26,-11
Cc1cn([C@H]2C[C@H](O)[C@@H](CCC(=O)NCc3ccc(N(C)C)cc3)O2)c(=O)[nH]c1=O,-20,-3,-9,1,·,10,-9,7,-5,-7,-6
Cc1c(OC(C)C(=O)O)ccc2c(-c3ccccc3)cc(=O)oc12 (stereo not drawn),4,-3,-1,0,3,13,9,-5,8,-13,-30
COc1ccc(S(=O)(=O)N(C)C[C@H]2OCc3cn(nn3)CCCC(=O)N([C@H](C)CO)C[C@@H]2C)cc1,-1,1,3,-9,7,-2,4,-8,6,-7,1
Nc1ncc2c(n1)-c1cc(Cl)ccc1SC2,-9,-6,-13,3,3,-15,4,-1,3,1,10
COc1ccc(C(OC(=O)c2ccco2)C(=O)NC2CCCC2)cc1OC (stereo not drawn),4,-10,1,7,-2,10,6,-7,10,-11,-7
Cc1cc2oc3ccc(NCCC4CCCN4C)cc3c(=O)c2cc1C (stereo not drawn),-17,41*,37,-46,2,-52,-30,25*,1,-28,-41
CCN(CC)C(=O)c1ccc2sc([C@H]3C[C@H](O)[C@@H](CO)O3)nc2c1,-1,0,1,-23,-1,-1,7,·,·,2,2
CCCC(=O)N1CCN(S(=O)(=O)c2cc(Cl)ccc2OC)CC1,-10,-9,-18,23,-9,-7,-8,-1,-9,0,-21
Cc1cccc(C)c1NC(=O)C1(C)CSCC(=O)N1CCc1ccccc1 (stereo not drawn),-12,0,0,·,·,·,-5,·,·,·,14
CCN(CC)S(=O)(=O)c1ccc(Cl)c(NC(=O)CSc2nnc(-c3cccs3)o2)c1,27,6,1,2,0,-6,1,-2,4,-2,-10
CCN(C(=O)CSc1nc2ccccc2c(=O)n1C(C)COC)C1CCS(=O)(=O)C1 (stereo not drawn),-10,-2,-2,-11,-6,2,2,2,-6,-19,-18
CS/C(=N\S(=O)(=O)c1cccs1)Nc1ccc(F)cc1,-6,3,1,-6,2,-11,0,10,-4,-11,-15
O=C(CSc1ncn(-c2ccccc2)n1)Nc1nc2ccccc2s1,0,-9,6,-28,-5,7,0,12,-5,-14,-12
COc1c(F)c(F)c(C(=O)Nc2ccc(-c3nc4ccccc4[nH]3)cc2)c(F)c1F,-18,-4,0,-16,-4,3,-43,-10,-49,-33,7
c1ccc(-c2ccc(C(c3ccccc3)n3ccnc3)cc2)cc1 (stereo not drawn),-18,11,12,15,9,0,-8,-2,1,11,-7
Cn1cc(CC(=O)Nc2cccc(C#N)c2)c2ccccc21,-32,3,-8,-25,-3,-6,0,3,3,13,9
COCCNC(=S)N(CCc1c(C)[nH]c2ccc(Cl)cc12)Cc1cccs1,-10,2,0,1,-3,29,12,-3,-17,-6,-10
COc1cccc(-c2ncn(CCc3ccccc3OC)c2C(C)C)c1,-17,-4,31,·,·,46,34,·,·,·,20
CC(C)OC(=O)CSc1nnc(-c2ccc([N+](=O)[O-])cc2)o1,-6,4,10,4,18,-2,1,0,9,-9,-6
Cc1cc(OCc2nc(-c3ccc(NC(=O)c4cccnc4)cc3)no2)ccc1Cl,-20,0,30,-21,·,-12,-5,-12,-3,-5,-8
Cc1c(NC(=O)c2cccc(NC(=O)COc3ccccc3)c2)c(=O)n(-c2ccccc2)n1C,-2,1,-2,15,8,6,-40,-3,7,-20,10
CC(C)COc1ccc(C(=O)NC(Cc2c[nH]c3ccccc23)C(=O)NN)cc1 (stereo not drawn),8,8,0,15,10,-7,-5,8,3,-12,-15
CSc1ccc(NC(=O)C(C)N2CCN(C)CC2)cc1 (stereo not drawn),-8,9,-10,-3,-8,-5,-16,0,5,-11,3
O=C(Cc1ccc(NC(=O)C2CCN(C(=O)C3CCCC3)CC2)cc1)Nc1cccc(C(=O)N2CCCCC2)c1,-16,-10,-5,7,1,9,1,-2,3,3,-1
CC1CCCN(C(=O)COc2ccc(NC(=O)c3cccs3)cc2)C1 (stereo not drawn),-20,-5,11,-4,-1,-6,2,-3,-2,-22,1
CC(=O)Nc1ccc(C(F)(F)F)cc1Cl,5,0,-15,14,20,20,-17,2,0,5,-43
COc1ccc(OCC(O)CN2CCN(c3ccc(Cl)cc3)CC2)cc1 (stereo not drawn),9,4,6,0,-4,19,-24,1,11,12,-10
COc1ccc(-n2c(C)nn(C)c2=O)c(OC)c1,-2,0,-16,9,-4,-10,11,3,1,-7,2
Cc1ccccc1/C=C1\Sc2ccc(C(=O)N3CCN(c4ccccn4)CC3)cc2N(C)C1=O,11,-3,-9,5,-1,33,·,-6,7,6,·
COc1ccc(C(=O)Nn2c(SCC(=O)NC3CCCC3)nc3ccccc3c2=O)cc1,-31,-3,10,13,-3,79*,6,3,13,-9,-23
CCOC(=O)c1csc(NC(=O)c2ccc(S(=O)(=O)N(CC)CC)cc2)n1,6,11,12,17,-2,9,6,-9,7,10,-3
COC(=O)c1c(C)[nH]c(C(=O)NCc2ccco2)c1C,1,-6,9,14,15,-16,10,-3,-3,2,-5
O=C(NC(CC(=O)N1CCN(c2ccccc2)CC1)c1ccccc1)c1ccccc1Cl (stereo not drawn),-12,9,21,17,19,-9,9,8,2,4,-20
O=C(CN1CCOCC1)NN=Cc1ccc([N+](=O)[O-])o1,13,9,11,-10,·,-11,-2,·,·,8,-12
O=C(CN1CCN(S(=O)(=O)N2CCOCC2)CC1)Nc1cc(Cl)cc(Cl)c1,7,-3,8,-8,14,3,8,0,-3,-76,15
O=C(CCC(=O)c1ccc(F)cc1)Nc1cccc(S(=O)(=O)Nc2cccc(Cl)c2)c1,-7,-10,15,-1,-10,28,4,-1,-5,3,8
O=C1CC(c2cccc(F)c2)C2=C(CCCC2=O)N1 (stereo not drawn),12,-1,-10,21,10,11,13,6,0,-1,-24
COc1cc(O)c(C(CC(=O)N2CCCCC2)c2ccc(N(C)C)cc2)c(OC)c1 (stereo not drawn),-6,-2,-10,8,2,-1,5,1,0,-6,5
Cc1cc(C)n(-c2ccc(C(=O)NC(C)C)cc2)n1,5,3,7,11,-13,8,·,9,8,9,·
O=C(CC1C(=O)NCCN1Cc1cccc(F)c1)NC1CCC1 (stereo not drawn),5,-10,-9,8,·,-5,-3,-3,-8,9,-15
Cc1[nH]c2ccccc2c1/C=N/NC(=O)c1cccc(S(=O)(=O)Nc2cccc(C(F)(F)F)c2)c1,4,-12,-2,-18,·,16,4,-3,-11,-20,-18
O=C(NCC(=O)N(c1ccccc1)C(C(=O)NC1CCCCC1)c1cccnc1)c1cccs1 (stereo not drawn),5,-4,3,21,-5,1,28,-6,8,-7,22
O=C(NC1CCN(Cc2ccccc2)CC1)c1ccc2c(c1)OCCCO2,9,-16,-6,13,3,-79,0,1,6,20,-12
Cc1cccc(-n2ncc3c(NCCc4ccc(S(N)(=O)=O)cc4)ncnc32)c1,8,-2,16,-7,-6,-1,-20,-3,3,-7,-2
Cn1nc(C(=O)N2CCN(c3ccccc3)CC2)c2c1-c1ccccc1S(=O)(=O)C2,-9,-6,5,19,19,-18,-5,3,1,15,12
CCOc1ccc(NC(=O)CNC(=O)c2cn(-c3ccccc3OC)c(=O)c3ccccc23)cc1,13,3,-4,20,-5,3,-3,3,10,-7,-14
O=C(CNC(=O)c1ccc2c(c1)OCO2)N/N=C/c1cccc([N+](=O)[O-])c1,2,-9,-5,-6,·,-13,-14,-7,8,-47,3
O=c1c2ccccc2sc2nc(CCl)nn12,-5,-2,40,-22,6,-7,-6,7,-2,-31,-1
Cc1ccc(CNC(=O)/C=C/c2ccc(S(=O)(=O)NCc3ccco3)cc2)cc1,4,2,-5,22,-15,12,1,-8,6,8,-6
O=C(Nc1ccc(Cl)cc1)NN1CC(=O)N(c2cccc(C(F)(F)F)c2)CC1=O,10,0,-6,11,0,-7,11,7,-2,9,-22
O=C(CSc1nc(-c2ccccc2)cc(C(F)(F)F)n1)N1CCOCC1,19,-10,7,16,-3,1,7,-9,-7,9,6
CC(C(=O)NC1CCCc2ccccc21)N1C(=O)C2CCCCC2C1=O (stereo not drawn),-18,5,6,-10,-1,-13,1,9,3,-11,-27
COc1cc([N+](=O)[O-])cc(/C=N/NC(=O)c2cccnc2)c1O,-5,-4,11,4,27,-2,-1,-1,4,-16,-6

# Whole records, looked up by structure.
# Results for Cn1nc(C(=O)N2CCN(c3ccccc3)CC2)c2c1-c1ccccc1S(=O)(=O)C2 : NR5A2 inv ag = -9; NOD2 RIPK2 PPI = -6; TRAIL sens C8 = 5; SRC3 inh = 19; Vif inh = 19; TROY signal inh = -18; COUP-TFII inh = -5; TLR9-MyD88 block = 3; EBV LMP1 NFkB = 1; NCOA1 inh = 15; NCOA2 inhibitor = 12
# Results for COc1cc(O)c(C(CC(=O)N2CCCCC2)c2ccc(N(C)C)cc2)c(OC)c1 (stereo not drawn) : NR5A2 inv ag = -6; NOD2 RIPK2 PPI = -2; TRAIL sens C8 = -10; SRC3 inh = 8; Vif inh = 2; TROY signal inh = -1; COUP-TFII inh = 5; TLR9-MyD88 block = 1; EBV LMP1 NFkB = 0; NCOA1 inh = -6; NCOA2 inhibitor = 5

# These rows are one share of the data; the hit share may differ from the screen's.
